Assay outcomes as filed in PubChem BioAssay.
Rhodamine fluor: compound autofluorescence in rhodamine spectral region | Rhodamine-region fluorescence, 547/598 nm, Tris buffer; hits give high values | max dye-equivalent concentration, M | 59,000 tested, 0.05% active | AID 594; in the data active = max dye-equivalent concentration above about 11 nM; inconclusive = between about 1.1 nM and that limit
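Compound fluorescence in 100 mM Tris, pH 8.0, read after 15 min at room temperature with 547 nm excitation and 598 nm emission. Output is dye-equivalent concentration from an on-plate rhodamine standard series.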
HBB splicing: hemoglobin beta splicing modulation; AID 925; Potency, µM (highest dose often 46.1 µM), inactives show at the highest dose activation, hits mostly activators; HBB splicing reporter cell assay, activation; EGFP reporter with mutant IVS2-654 intron; response scale: normalised to 500 nM splice-correcting PNA; 65,000 tested, 0.06% active; note: potency is the fitted concentration of half-maximal effect; 0% is about no effect
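Compounds were applied for 2 days to HeLa EGFP-654 cells, 500/well in Optimem with 2% FCS. The reporter's EGFP is disrupted by mis-splicing of beta-globin intron IVS2-654. Readout: summed well GFP fluorescence from 488 nm laser scanning; reference was 500 nM antisense […] 654 PNA.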
HADH2 inh: blocks human hydroxyacyl-CoA dehydrogenase type II; Q99714; recombinant HADH2, NADH fluorescence, beta-hydroxybutyryl-CoA; Potency, µM (doses to about 57.1 µM), without a hit: top-dose activity change, negative = inhibition, usual class: inhibitors; 73,000 tested, 3.4% active; AID 886; note: potency is the fitted concentration of half-maximal effect; % is set by controls: 0 for no effect and ±100 for the full control effect; nearly all actives have a fitted effect of over 60% in size; many of its hits are not listed in these tables
Target sequence (Q99714 whole entry, looked up, one chain of several): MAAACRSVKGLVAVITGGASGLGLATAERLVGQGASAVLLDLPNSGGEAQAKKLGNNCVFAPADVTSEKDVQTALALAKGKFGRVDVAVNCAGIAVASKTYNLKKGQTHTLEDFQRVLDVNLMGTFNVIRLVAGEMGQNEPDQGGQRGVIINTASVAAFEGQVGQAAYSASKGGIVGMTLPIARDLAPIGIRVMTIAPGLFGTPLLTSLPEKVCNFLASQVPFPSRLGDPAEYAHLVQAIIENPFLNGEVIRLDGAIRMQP
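Buffer 100 mM Tris-HCl pH 9.0/0.01% Tween-20; HADH2 20 nM; NAD+ 1 mM; beta-hydroxybutyryl-CoA 90 uM (all final). 15 min cpd preincubation, RT.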
Hsp90 Hop PPI: changes Hsp90-Hop TPR2A binding signal, up or down; AlphaScreen TPR2A-His6 binding biotin-Hsp90 C-terminal peptide; Potency, µM (titrated, usually from 57 µM), inactives show at the top dose activity change, negative = inhibition; 71,000 tested, 0.44% active; active = well fitted curve in either direction with a large enough effect; inconclusive = small, poorly fitted or top-dose-only effect, or another doubt; note: potency is the fitted concentration of half-maximal effect; % is set by controls: 0 for no effect and ±100 for the full control effect; many of its hits are not listed in these tables
CRE-bla Fsk: alters forskolin-stimulated CRE reporter signaling in CHO cells; CHO CRE-bla reporter (cAMP response element driving beta-lactamase), forskolin EC10, beta-lactamase ratio; Potency, µM (titrated, usually from 38.2 µM), inactives show at the top dose activity change, negative = inhibition, usual class: activators; 71,000 tested, 2.5% active; active = well fitted activation curve with a large enough effect in the signal ratio, with a control signal flat, not every such curve was filed as active; inconclusive = small, poorly fitted or top-dose-only effect, or effect the other way, or a change in a side signal; the % refers to the signal ratio; note: potency is the fitted concentration of half-maximal effect; % of control where 0% means no effect
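CRE-bla CHO cells stimulated with EC10 NKH 477 (water-soluble forskolin) and compound titrations, 3 h at 37C; beta-lactamase read with CCF4 after 2 h at room temperature. Activity from 460/530 nm emission ratio, AC50 values for positive or negative modulation.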
DNA Pol III inh: blocks replication by bacterial DNA polymerase III holoenzyme | reconstituted DNA polymerase III holoenzyme replication, biochemical | AID 603 | Potency, µM (titrated, usually from 57.1 µM), for inactives: at the highest dose activity change, negative = inhibition | 71,000 tested, 0.25% active; note: potency is the fitted concentration of half-maximal effect; % is set by controls: 0 for no effect and ±100 for the full control effect
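Reconstituted *E. coli* holoenzyme (0.35 nM Pol III, 1 nM beta, 154 nM SSB, 2 nM primase) was preincubated with compound for 15 min at RT. Synthesis on 1.4 nM ssM13Gori ran 35 min, then was stopped with PicoGreen/EDTA and read as dsDNA fluorescence.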
Luciferase inh: firefly luciferase inhibition; P08659; purified firefly luciferase, luminescence, 8 min; 72,000 tested, 2.2% active; Potency, µM (titrated, usually from 57.1 µM), for inactives: top-dose activity change, negative = inhibition, hits mostly inhibitors; note: potency is the fitted concentration of half-maximal effect; % is set by controls: 0 for no effect and ±100 for the full control effect; nearly all actives have a fitted effect of over 40% in size
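Inhibition of light generation by firefly luciferase from ATP and luciferin was profiled with concentration-response curves per sample, ATP held at 10 uM within the enzyme's linear range. Plates were read by luminescence after an 8-minute ambient incubation.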
15-hLO inh: blocks human 15-lipoxygenase activity; P16050; purified 15hLO-1, xylenol orange hydroperoxide absorbance; Potency, µM (highest dose often 57.1 µM), for inactives: at the highest dose activity change, negative = inhibition, most hits filed as inhibitors; 74,000 tested, 1.4% active; AID 887; note: potency is the fitted concentration of half-maximal effect; % is set by controls: 0 for no effect and ±100 for the full control effect; nearly all actives have a fitted effect of over 55% in size
Target sequence (P16050 whole entry, looked up): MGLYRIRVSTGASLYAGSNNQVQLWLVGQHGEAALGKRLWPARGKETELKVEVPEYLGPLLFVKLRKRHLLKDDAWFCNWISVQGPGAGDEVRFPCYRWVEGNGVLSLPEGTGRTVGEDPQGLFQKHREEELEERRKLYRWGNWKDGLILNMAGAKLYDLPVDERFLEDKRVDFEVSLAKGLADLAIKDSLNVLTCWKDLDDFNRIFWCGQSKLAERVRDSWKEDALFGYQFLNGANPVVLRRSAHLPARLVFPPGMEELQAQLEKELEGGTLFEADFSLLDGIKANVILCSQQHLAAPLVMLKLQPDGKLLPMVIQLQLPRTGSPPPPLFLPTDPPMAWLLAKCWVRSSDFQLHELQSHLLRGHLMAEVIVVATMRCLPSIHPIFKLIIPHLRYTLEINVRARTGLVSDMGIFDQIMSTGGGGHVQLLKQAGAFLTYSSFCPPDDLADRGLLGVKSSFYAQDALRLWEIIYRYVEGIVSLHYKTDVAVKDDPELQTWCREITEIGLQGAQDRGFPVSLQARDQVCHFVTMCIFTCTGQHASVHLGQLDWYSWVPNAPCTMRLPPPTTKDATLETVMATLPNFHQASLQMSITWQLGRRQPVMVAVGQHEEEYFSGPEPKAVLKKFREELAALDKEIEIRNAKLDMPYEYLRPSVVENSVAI
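Quantitative HTS in 25 mM Hepes pH 7.5 containing 0.01% Triton X-100: human 15hLO-1 at 40 nM, arachidonic acid at 50 uM, 6 min turnover. Product quantified via ferrous oxidation/xylenol orange, 573:405 nm absorbance ratio.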
ERK AVP inh: inhibitors of vasopressin-stimulated ERK signaling pathway; 72,000 tested, 0.99% active; Potency, µM (series often up to 57.5 µM), without a hit: at the highest dose activity, negative = inhibition, hits mostly inhibitors; HEK293-V1b, vasopressin-stimulated pERK AlphaScreen; note: potency is the fitted concentration of half-maximal effect; % is set by controls: 0 for no effect and ±100 for the full control effect; nearly all actives have a fitted effect of over 55% in size
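V1b-HEK293 cells; cpd 30 min 37C; 25 nM vasopressin 5 min; lyse 10 min; AlphaScreen beads 5 hr RT. Normalized to DMSO basal and 25 nM vasopressin; AC50 by Hill fit.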
Tau filament bind: binders of human tau filaments. P10636. recombinant tau filaments, thioflavin S fluorescence, 15 h; filaments grown with octadecylsulfate alongside compound. Potency, µM (series often up to 57.1 µM), without a hit: at the highest dose activity change, negative = inhibition. 71,000 tested, 2% active. AID 596;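 note: potency is the fitted concentration of half-maximal effect; % is set by controls: 0 for no effect and ±100 for the full control effect; actives lower thioflavin S fluorescence by blocking filaments or displacing dye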
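ThS-based fibril read: tau 1 uM final, inducer ODS 30 uM final, 37 C for 15 h, ex 450/em 510 nm.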
TexasRed autofl: compounds fluorescent in Texas Red spectral region; 59,000 tested, 0.06% active; max dye-equivalent concentration, M; Compound fluorescence, Texas Red channel, 547/618 nm; hits give high values; AID 587; in the data active = max dye-equivalent concentration above about 10 nM; inconclusive = between about 1.1 nM and that limit
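Compound titrations in 100 mM Tris pH 8.0 were incubated 15 min at room temperature and read at 547 nm excitation / 618 nm emission. Texas Red six-point standard curve on each plate converted fluorescence to dye-equivalent concentration.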
Numbers without * were called inactive; i = inactive; ? = inconclusive; nt = no result given; & = joins results of further samples; [ ] = dose if it differs, or a comment. Unless noted, calls come from the whole dose curve; as a rule, active = well fitted curve in the direction sought with a large enough effect; inconclusive = small, poorly fitted or top-dose-only effect, or another doubt; inactive = no such curve, though single readings can be large; an effect the other way counts as inactive or inconclusive. A portion of the library (hit frequency here may not be typical).

SMILES	Rhodamine fluor	HBB splicing	HADH2 inh	Hsp90 Hop PPI	CRE-bla Fsk	DNA Pol III inh	Luciferase inh	15-hLO inh	ERK AVP inh	Tau filament bind	TexasRed autofl
O=C1CC(N2CCC(n3c(=O)[nH]c4ccccc43)CC2)C(=O)N1Cc1ccccc1 (centres undefined)	i	8.1%	-5%	-1%	?	-1%	6%	-4%	?	8%	i
NC(=O)c1ccc(C(=O)Nc2ccc([As](=O)(O)O)cc2)cc1	i	2.7%[9.22 µM]	-5%[11.4 µM]	-4%[11 µM]	12%[7.6 µM]	-11%[11.4 µM]	-1%[11.4 µM]	5%[11.4 µM]	-11%[11.5 µM]	-3%[11.4 µM]	i
CCOc1ccccc1N=C1SCCCN1C	i	nt	8%	-2%	-1%	4%	-1%	-6%	-11%	-10%	i
FC(F)(F)C1=NC(C(F)(F)F)=NP(N2CCOCC2)(N2CCOCC2)=N1	nt	-0.1%[9.22 µM]	9%	0%	1%	-3%	1%	7%	5%	10%	nt
O=C(O)C12C3CCCC1C32c1ccccc1 (centres undefined)	nt	3.7%	9%	-1%	-3%	-1%	2%	7%	7%	10%	nt
c1nnn(C23CC4CC(CC(C4)C2)C3)n1	i	-0.6%	?	-12%	10%	-14%	1%	-28%	?	-7%	i
O=C(CN1CCN(Cc2cccc(Cl)c2)C1=O)N1CCC2(CC1)OCCO2	i	3.6%	6%	-2%	?	-4%	1%	7%	-19%	5%	i
O=C(Cc1ccc(Br)cc1)N1CCN(Cc2ccccc2)CC1	nt	-6.0%	-6%	-2%	-8%	1%	0%	-4%	8%	-26%	nt
COc1cc(C(C#N)N2CCOCC2)ccc1O (centres undefined)	i	-0.3%[57.5 µM]	?	3%	-1%	5%	2%	12%	-14%	-7%	?
COc1ccc(CNCC(=O)N2CCC3(CC2)OCCO3)cc1	i	-4.1%	2%	1%	-6%	36%	3%	-7%	8%	-7%	?
COc1cc(OC)cc(-n2nc(C(=O)N3CCC4(CC3)OCCO4)c3ccccc3c2=O)c1	i	-0.2%	6%	0%	?	-10%	-1%	-8%	-8%	-2%	i
c1cnc(N2CCCC3(CCNCC3)C2)nc1	i	-0.2%	-2%	-2%	-2%	0%	0%[11.4 µM]	7%	-12%	-10%	i
CC(C)[C@@H](Br)C(=O)NCC(=O)O	i	1.0%[9.22 µM]	-2%[11.4 µM]	-5%[11 µM]	9%[7.6 µM]	-2%[11.4 µM]	0%[11.4 µM]	10%[11.4 µM]	6%[11.5 µM]	-6%[11.4 µM]	i
Oc1cc2c(cc1O)[C@H]1c3ccccc3CN[C@H]1CC2	nt	nt	0.063µM*	-4%	?	-8%	-4%	1%[25.6 µM]	?	?	nt
COc1cccc(N2CCN(Cc3ccc(Cl)cc3)CC2)c1	nt	0.9%	-7%	6%	-6%	-2%	0%	9%	-13%	-26%	nt
COC(=O)c1ccc(COC(=O)c2ccccn2)cc1	i	1.9%	2%	-6%	2%	-6%	25µM*	6%	-11%	13%	i
C[C@@H]1[C@H]2C=C[C@@H]1[C@@H](c1c3ccc(=O)c(O)c-3oc3c(O)c(O)ccc13)[C@@H]2C(=O)O	i	3.7%[9.22 µM]	0.79µM*	?	-14%[7.6 µM]	0.13µM*	-4%[11.4 µM]	?	7%[11.5 µM]	?	i
CCc1cccc(CC)c1N(COC)C(=O)CCl	nt	0.1%	-3%	0%	?	2%	nt	3%	8%	2%	nt
C[C@H]1CCCC(=O)CCC/C=C/c2cc(O)cc(O)c2C(=O)O1	i	0.6%[57.5 µM]	?	?	18%&18%&19%	3%&-1%&4%	6%	?	12%&37%	3%&4%&-7%	i
NC1(P(=O)(O)O)CCCCC1	i	-0.1%[9.22 µM]	0%[11.4 µM]	0%[11 µM]	-2%[7.6 µM]	1%[11.4 µM]	2%[11.4 µM]	11%[11.4 µM]	-6%[11.5 µM]	3%[11.4 µM]	i
CCCN1CCO[C@@H]2c3cc(O)ccc3OC[C@@H]21	nt	nt	-5%	0%	8%	-2%	?	?	10%	40µM*	nt
O=C(Oc1ccccc1)c1cc2ccccc2o1	i	0.6%	8%	2%	-3%	-2%	?	-19%	17%	1%	?
CCC1=C(C[C@H]2NCCc3cc(OC)c(OC)cc32)C[C@H]2c3ccccc3CCN2C1	i	0.6%[9.22 µM]	16%[11.4 µM]	4%[11 µM]	-9%[7.6 µM]	-3%[11.4 µM]	0%[11.4 µM]	11%[11.4 µM]	-18%[11.5 µM]	-1%[11.4 µM]	i
O=C(Cn1ncc2c3ccccc3n(Cc3ccccc3F)c2c1=O)N1CCC2(CC1)OCCO2	i	0.4%	-12%	6%	?	2%	0%	5%	-11%	7%	?
O=P1(NC2CCCC2)COc2ccccc2OC1	i	-0.1%[0.369 µM]	-4%	-7%	3%	0%	0%	-5%	-20%	12%	i
CC1(C)CN=C(NCc2ccccc2Cl)S1	i	5.8%	-13%	-8%	13%	-6%	-11%	14%	-7%	25µM*	i
O=C(c1ccc(CS(=O)(=O)c2ccccc2)o1)N1CCC2(CC1)OCCO2	i	-1.9%[1.84 µM]	-8%	-5%	-9%	1%	1%	-10%	-14%	-17%	?
COc1cc2c(cc1OC)[C@H](C)NCC2	i	2.9%[20.6 µM]	-13%	-7%	?	-7%	3%[11.4 µM]	8%[25.6 µM]	-4%[25.7 µM]	?	i
CCCCn1c(=O)c(C(=O)NCc2ccncc2)c(O)c2ccccc21	i	nt	1%	0%	?	-4%	0%	18%	-2%	4%	i
O=c1[nH]c(=O)n(C2CCCCCC2)c(O)c1C=NCC1CCCO1 (centres undefined)	i	-1.8%[0.369 µM]	1%	-4%	?	4%	3%	-2%	-25%	-4%	?
O=[N+]([O-])c1ccc2nc(N3CCNCC3)ccc2c1	i	2.6%	-17%	-7%	-5%	-2%	-4%	-15%	-3%	-15%	i
CCOC(=O)CC(SP(=O)(OC)OC)C(=O)OCC (centres undefined)	nt	0.1%	-27%	-1%	?	-7%	nt	?	0%	11%	nt
COP(=O)(OC)[C@@H](O)C(Cl)(Cl)Cl	i	1.7%[20.6 µM]	-4%[25.6 µM]	3%[26 µM]	3%[17.1 µM]	0%[25.6 µM]	1%[25.5 µM]	5%[25.6 µM]	-11%[25.7 µM]	-4%[25.6 µM]	i
CCN[C@]1(c2cccs2)CCCCC1=O	i	1.4%[20.6 µM]	-5%[25.6 µM]	-3%[26 µM]	-4%[17.1 µM]	0%[25.6 µM]	1%[25.5 µM]	9%[25.6 µM]	-29%[25.7 µM]	9%[25.6 µM]	i
CC(C)C[C@H]1C(=O)N2CCC[C@@H]2[C@]2(O)O[C@](NC(=O)[C@@H]3C=C4c5cccc6[nH]c(Br)c(c56)C[C@H]4N(C)C3)(C(C)C)C(=O)N12	nt	nt	0%	-10%	4µM*	0%	-10%	-23%[25.6 µM]	-21%	32µM*	nt
CN1C(=O)N(C)C(=O)C2(Cc3c(nc4ccccn4c3=O)N3CCC(Cc4ccccc4)CC32)C1=O (centres undefined)	i	0.3%[57.5 µM]	6%	-2%	3%	-10%	1%	0%	13%	33%	i
CC[N@+]1(C)CCC[C@@H](OC(=O)C(O)(c2ccccc2)c2ccccc2)C1	i	0.1%[20.6 µM]	-3%[25.6 µM]	0%[26 µM]	-8%[17.1 µM]	-4%[25.6 µM]	2%[25.5 µM]	-1%[25.6 µM]	8%[25.7 µM]	-9%[25.6 µM]	i
CCC(C)(C)n1nnnc1C(c1cccs1)N1CC=C(c2ccc(F)cc2)CC1 (centres undefined)	i	nt	-2%	-3%	1%	-4%	0%	?	-19%	?	?
CCNC(C)(C)[C@@H](SS)c1ccc(Br)cc1	i	2.1%[9.22 µM]	?	-4%[11 µM]	-4%[7.6 µM]	-6%[11.4 µM]	2%[11.4 µM]	-12%[11.4 µM]	3%[11.5 µM]	4%[11.4 µM]	i
c1cc(CCN2CCCCC2)ccn1	i	1.4%[9.22 µM]	0%[11.4 µM]	-3%[11 µM]	-1%[7.6 µM]	2%[11.4 µM]	0%[11.4 µM]	-4%[11.4 µM]	-6%[11.5 µM]	3%[11.4 µM]	i
COc1cccc(-c2cc(C(F)(F)F)n3nc(C(=O)N4CCC5(CC4)OCCO5)cc3n2)c1	i	0.2%	-2%	0%	?	-5%	2%	8%	?	-27%	i
C[C@H]1CC[C@]2(NC1)O[C@@H]1C[C@@H]3[C@@H]4CC=C5C[C@H](O)CC[C@@]5(C)[C@H]4CC[C@@]3(C)[C@H]1[C@@H]2C	i	nt	8%	-4%	-23%	-1%	2%[11.4 µM]	nt	nt	?	i
